CHO-K1 Ca antag = counter-screen for M1 antagonists: effect in parental CHO-K1 cells. AID 602250. ATP-induced calcium, Fluo-8 fluorescence. 0.6% of 360,000 active. inhibition, % at 3 µM;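 active means inhibition above a per-plate cutoff, the plate's mean sample inhibition plus 3 SD, cut at about 24% in these data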;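 further: 0% = DMSO plus EC80 ATP and 100% = DMSO alone without ATP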
M1 ag parental = counter-screen for M1 agonists: effect in parental CHO-K1 cells | Fluo-8 calcium fluorescence; scaled to maximal ATP response, vehicle zero | activation, % at 3 µM | 0.48% of 360,000 active | AID 602248; in the data active means activation above about 15%;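 further: untransfected CHO-K1 host cells lacking M1 receptor as counterscreen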
OXTR potentiator = potentiates the human oxytocin receptor response | activation, % at 3 µM | AID 2445 | P30559 | 0.061% of 320,000 active | CHO-OTR cells, Fluo-8 calcium fluorescence, potentiator mode; 0% = oxytocin EC15, 100% = EC100;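 active means activation above that plate's cutoff, the mean activation of tested compounds plus 3 SD, cut at about 6.6% in these data, passing the limit was not always enough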;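 further: 100% uses oxytocin at 75 nM as the full agonist control; some results filed as inactive read as strong as hits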
Target sequence (P30559 whole entry, looked up): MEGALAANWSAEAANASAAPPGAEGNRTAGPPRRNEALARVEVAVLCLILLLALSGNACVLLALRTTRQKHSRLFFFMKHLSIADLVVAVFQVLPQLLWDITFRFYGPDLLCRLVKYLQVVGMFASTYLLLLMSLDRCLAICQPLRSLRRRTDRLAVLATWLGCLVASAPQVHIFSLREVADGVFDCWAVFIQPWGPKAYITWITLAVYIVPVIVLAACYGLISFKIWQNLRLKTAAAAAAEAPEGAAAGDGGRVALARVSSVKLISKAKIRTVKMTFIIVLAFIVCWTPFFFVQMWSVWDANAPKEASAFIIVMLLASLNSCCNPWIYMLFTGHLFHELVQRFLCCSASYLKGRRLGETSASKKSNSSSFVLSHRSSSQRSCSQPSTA
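Material: human OTR in CHO cells. Compound: 3.0 µM, one dose. Timing: compound 6 min at room temperature before oxytocin, 100 s read. Evaluation: % activation of max/min ratio relative to oxytocin controls. Replication: single well per compound, singlicate. Signal: Fluo-8 calcium dye fluorescence.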
CHO-K1 Ca PAM = M1 PAM counterscreen hit in parental CHO-K1 cells. ATP EC20, Fluo-8 calcium fluorescence; 0% at ATP EC20, 100% at ATP max. activation, % at 3 µM. 0.02% of 360,000 active;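 active means activation above the run cutoff, the mean activation of all test compounds plus 3 SD, cut at about 40% in these data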;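 further: peak over basal fluorescence ratio in a 140 s read after ATP addition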
TAAR1 ag = human TAAR1 agonism. activation, % at 3 µM. 0.99% of 360,000 active. CHO RD-HGA16 TAAR1, Fluo-8 calcium fluorescence; vehicle wells 0%, saturating PEA agonist 100%. Q96RJ0;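 active means activation above the mean activation of all test compounds in the run plus 3 SD, cut at about 38% in these data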
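test system = CHO RD-HGA16 cells carrying human TAAR1 plus Gα16 | schedule = 17-24 h seeding, 75 min 37 °C dye, 30 min RT | compound dosing = 3 µM single concentration | control set = DMSO and PEA EC100 | replicates = n 1 | signal = Fluo-8 fluorescence, 5 s baseline then 140 s kinetic read | measure = percent activation vs PEA EC100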
V1R ag counter = activates human V1a receptor in oxytocin agonist counter-screen. P37288. CHO-V1R cells, Fluo-8 calcium fluorescence, agonist mode; 0% DMSO, 100% 3 nM vasopressin. activation, % at 3 µM. 0.25% of 320,000 active. AID 2797;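 active means activation above the mean activation of all tested compounds plus 3 SD, per screening run, cut at about 20% in these data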;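 further: signal is peak over basal fluorescence ratio across a 100 second FLIPR read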
Target sequence (P37288 whole entry, looked up): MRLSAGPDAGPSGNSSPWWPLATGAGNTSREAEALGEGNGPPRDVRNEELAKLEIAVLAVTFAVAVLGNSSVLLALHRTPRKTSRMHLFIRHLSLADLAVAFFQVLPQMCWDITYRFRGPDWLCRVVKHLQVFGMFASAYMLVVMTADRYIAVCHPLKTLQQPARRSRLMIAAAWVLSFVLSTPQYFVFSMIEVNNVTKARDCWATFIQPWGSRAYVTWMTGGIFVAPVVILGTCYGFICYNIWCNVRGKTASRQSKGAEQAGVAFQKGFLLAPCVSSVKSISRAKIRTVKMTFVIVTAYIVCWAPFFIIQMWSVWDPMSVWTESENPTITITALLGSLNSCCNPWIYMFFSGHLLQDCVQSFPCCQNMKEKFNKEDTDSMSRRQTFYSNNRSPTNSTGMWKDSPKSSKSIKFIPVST
TAAR1 antag = antagonists of human TAAR1. inhibition, % at 3 µM. 1.5% of 360,000 active. Q96RJ0. CHO RD-HGA16 TAAR1, Fluo-8 calcium fluorescence, antagonist;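 active means inhibition above a per-plate cutoff, the mean inhibition of test compounds on that plate plus 3 SD, cut at about 49% in these data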;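 further: 0% = DMSO plus EC80 beta-PEA response and 100% = DMSO alone without agonist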
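Assay system: RD-HGA16 CHO cells with stable hTAAR1 and Gα16 / Reagent: EC80 β-phenethylamine stimulus / Doses: 3 µM, single point / Timing: dye loading 75 min at 37 °C, then 30 min room temperature / Measured by: Fluo-8 intracellular calcium dye fluorescence, real-time kinetic reads / Controls: vehicle wells and EC80 agonist wells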
CHO parental Ca = signal in parental CHO cells, OX1R antagonist counter-screen | parental CHO-K1, ATP-induced calcium, Fluo-8 fluorescence | inhibition, % at 5.6 µM | 0.63% of 330,000 active | AID 463079;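 active means inhibition above that plate's mean sample inhibition plus 3 SD, cut at about 26% in these data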;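 further: 0% = ATP-challenged DMSO wells and 100% = DMSO wells without ATP; some compounds past the cut are filed as inactive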
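Test system: untransfected parental CHO cell line. Compound: one dose, 5.6 µM nominal. Detection: intracellular calcium via Fluo-8 no-wash fluorescent dye. Measure: % inhibition. Benchmarks: ATP-challenged DMSO wells low, unchallenged DMSO wells high.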
M1 ag = human M1 muscarinic receptor agonism. AID 588814. P11229. CHO-K1 hM1, Fluo-8 calcium fluorescence, agonist mode; 0% DMSO, 100% acetylcholine EC100. 0.33% of 360,000 active. activation, % at 3 µM;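 active means activation above the run's mean compound activation plus 3 SD, cut at about 16% in these data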;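 further: peak over basal fluorescence ratio within a 140 s kinetic read after compound addition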
An asterisk follows results filed as active; x = not tested or not shown.

canonical_smiles | CHO-K1 Ca PAM | V1R ag counter | CHO-K1 Ca antag | M1 ag parental | OXTR potentiator | M1 ag | TAAR1 ag | CHO parental Ca | TAAR1 antag
CCN(Cc1ccccc1)S(=O)(=O)c1ccc(C(=O)N(CCCN(C)C)c2nc3cc4c(cc3s2)OCCO4)cc1 | -2 | 2.0 | 11 | 10 | 0 | -4 | 36 | -13 | 5
O=C(COc1ccccc1)NCC(=O)NC1CCCCC1 | 13 | -0.1 | -19 | 1.4 | -14 | -4 | 1 | 11 | -14
CCC(=O)N(Cc1cccs1)C1CCOC(C)(C)C1 (stereo unspecified) | 19 | 0.9 | -7 | 0.5 | -9 | -5 | 5 | 9 | 18
CN1CCN(Cc2nnc(-c3ccccc3)o2)CC1 | -21 | 0.7 | -5 | 0.1 | -15 | -2 | 1 | -7 | -8
O=C(NCc1cc([N+](=O)[O-])ccc1O)c1cccc(NS(=O)(=O)c2ccccc2)c1 | 1 | 0.9 | -3 | 1.7 | -4 | -3 | 1 | -6 | -2
O=C(CSc1ccccn1)Nc1ccc(Br)cn1 | 16 | -0.5 | -9 | 0.0 | -8 | -5 | 12 | -8 | 4
Cc1ccc(NC(=O)CNC(=O)Cn2cnc3sc(C)c(C)c3c2=O)cc1F | 13 | 3.4 | 8 | 0.2 | -6 | 12 | 5 | -15 | -13
Cc1ccccc1C(=O)NCC(=O)OCC(=O)NNC(=O)c1ccccc1F | 18 | x | -20 | 1.2 | x | -3 | 2 | x | -28

Profiles as entered above. Values in the order: CHO-K1 Ca PAM	V1R ag counter	CHO-K1 Ca antag	M1 ag parental	OXTR potentiator	M1 ag	TAAR1 ag	CHO parental Ca	TAAR1 antag
Entry for O=C(NCc1cc([N+](=O)[O-])ccc1O)c1cccc(NS(=O)(=O)c2ccccc2)c1 → 1	0.9	-3	1.7	-4	-3	1	-6	-2
Entry for CCN(Cc1ccccc1)S(=O)(=O)c1ccc(C(=O)N(CCCN(C)C)c2nc3cc4c(cc3s2)OCCO4)cc1 → -2	2.0	11	10	0	-4	36	-13	5
Entry for CN1CCN(Cc2nnc(-c3ccccc3)o2)CC1 → -21	0.7	-5	0.1	-15	-2	1	-7	-8
Entry for Cc1ccccc1C(=O)NCC(=O)OCC(=O)NNC(=O)c1ccccc1F → 18	x	-20	1.2	x	-3	2	x	-28
Entry for O=C(CSc1ccccn1)Nc1ccc(Br)cn1 → 16	-0.5	-9	0.0	-8	-5	12	-8	4

(more compounds)
canonical_smiles | CHO-K1 Ca PAM | V1R ag counter | CHO-K1 Ca antag | M1 ag parental | OXTR potentiator | M1 ag | TAAR1 ag | CHO parental Ca | TAAR1 antag
O=C/C(=C\Nc1ccc(Cl)cn1)c1nc2cc(Cl)ccc2o1 | 13 | -1.0 | 1 | 2.8 | -4 | 0 | 16 | 0 | 6
CC(/C=N/NC(=O)c1c(Br)cnn1C)=C\c1ccccc1 | 5 | 4.7 | -9 | 1.4 | -12 | -2 | 8 | 9 | 19
COc1cccc(/C=C/C(=O)Nc2ccc(OC)nc2)c1 | 13 | 2.8 | -2 | 1.9 | -14 | -2 | 5 | -7 | 1
CCOC(=O)N1CCN(C(=O)CCc2c(C)nc3c(c(C)nn3-c3ccc(C)c(C)c3)c2C)CC1 | 13 | -0.3 | -6 | -0.1 | -5 | -5 | 1 | -16 | 5
CCC1(C2C=COC=C2)NC(=O)NC1=O (stereo unspecified) | 16 | x | -17 | 1.1 | x | -1 | 0 | x | -4
COc1ccccc1NC(=O)CSc1n[nH]c(Cc2ccccc2)n1 | -5 | -2.1 | -2 | 0.4 | -6 | -7 | -1 | -14 | -1
CCOC(=O)CSc1ncnc2c(C(=O)OCC)c3n(c12)CCC3 | 24 | -0.5 | -8 | 2.3 | 3 | -10 | 0 | -10 | 2
COc1ccc2cc(/C=N/NC(=O)c3c(Cl)cnn3C)c(Cl)nc2c1 | 3 | 2.0 | -3 | 2.2 | 1 | -4 | 10 | 1 | -11

(cont.)
canonical_smiles | CHO-K1 Ca PAM | V1R ag counter | CHO-K1 Ca antag | M1 ag parental | OXTR potentiator | M1 ag | TAAR1 ag | CHO parental Ca | TAAR1 antag
O=C1N/C(=C/c2ccsc2)C(=O)N1c1ccccc1 | 18 | 6.5 | -10 | 12 | -3 | 0 | 44* | -2 | 17
COc1ccc(/C=C/C(=O)OCC(=O)NC(=O)NC(C)(C)C)cc1 | -4 | -1.4 | -7 | -0.5 | 0 | -6 | 4 | -8 | -17
OCCCc1nc2n(n1)C(c1ccccc1)C=C(c1ccccc1)N2 (stereo unspecified) | 0 | 0.0 | -3 | 1.6 | -3 | -5 | x | -9 | x
CC(=O)c1c(N2CCCC2)nc(=S)n(-c2ccccc2)c1C | 10 | -0.3 | -18 | -0.4 | -2 | -12 | 1 | -14 | -20
CCOc1cc(/C=C2/C(=N)N3OC(C)=CC3=NC2=O)ccc1OCCOc1ccccc1 | -5 | -0.8 | 18 | -0.1 | -6 | -1 | 6 | -2 | 1
COC(=O)C1N[C@@H]([C@@H](NC(=O)COc2ccccc2)C(=O)NC2CC2)SC1(C)C (stereo partly specified) | -15 | 1.0 | -8 | -0.3 | 2 | -5 | 2 | 1 | 18
NC(=O)C1CCN(c2ccc3c(c2)S(=O)(=O)c2ccccc2C3=O)CC1 | 12 | 1.6 | 0 | 1.5 | -7 | -2 | 4 | -4 | 22
c1ccc(Cn2c(CSc3nnnn3-c3ccccc3)nc3ccccc32)cc1 | 2 | -0.3 | -10 | 0.1 | -1 | -2 | 2 | -12 | -14

Further structures:
canonical_smiles | CHO-K1 Ca PAM | V1R ag counter | CHO-K1 Ca antag | M1 ag parental | OXTR potentiator | M1 ag | TAAR1 ag | CHO parental Ca | TAAR1 antag
CCCN1CCN(C(=O)C2CCN(S(=O)(=O)c3ccc4c(c3)NC(=O)C(C)S4)CC2)CC1 (stereo unspecified) | 23 | 1.0 | -6 | 0.6 | -1 | -5 | 4 | -8 | -21
Cc1ccc(NC(=S)NC(=O)C2CC2)cc1Cl | 12 | x | -12 | 1.5 | x | -4 | 5 | x | -17
O=S(=O)(Nc1ncccn1)c1ccc(NS(=O)(=O)c2cc(Cl)ccc2Cl)cc1 | 7 | -0.8 | -1 | -0.2 | 2 | -5 | 1 | -13 | 18
CSCCC1NC(=O)C(C(C)=Nc2ccccc2)=C1O (stereo unspecified) | 17 | x | -21 | 0.9 | x | -2 | 2 | x | -6
CCCCn1c(N)c(N(CCOC)C(=O)c2ccc(-n3c(C)ccc3C)cc2)c(=O)[nH]c1=O | 10 | 0.9 | -9 | 0.6 | -3 | -2 | 2 | -8 | -16
Cc1cc(C(=O)NNC(=S)NCc2ccccc2)cs1 | 16 | -0.2 | -1 | 0.7 | -7 | -3 | 1 | -2 | -7
COc1cccc(-c2cc(C(F)(F)F)nc(N3CCOCC3)n2)c1 | -25 | 0.5 | -24 | 0.5 | -11 | -1 | 14 | -36 | -5
COc1ccc(N2CCN(CCCNC(=O)C3CCCN(S(=O)(=O)c4c(C)n[nH]c4C)C3)CC2)cc1 (stereo unspecified) | 7 | 0.2 | -9 | 0.2 | -5 | -5 | 2 | 11 | 3

The results go on.
canonical_smiles | CHO-K1 Ca PAM | V1R ag counter | CHO-K1 Ca antag | M1 ag parental | OXTR potentiator | M1 ag | TAAR1 ag | CHO parental Ca | TAAR1 antag
O=C(CCc1nc2ccccc2c(=O)[nH]1)N1CCN(c2ccc(F)cc2)CC1 | 17 | -1.2 | 1 | 1.7 | -4 | -2 | 1 | -23 | -6
COc1cc(C2NC(=O)c3ccccc3O2)cc(OC)c1OC (stereo unspecified) | 11 | 2.4 | 4 | 0.8 | -2 | -2 | 3 | 2 | 10
Cc1ccnc(NS(=O)(=O)c2ccc(NC(=O)c3ccc([N+](=O)[O-])s3)cc2)n1 | 3 | 1.4 | 5 | 0.2 | 5 | -4 | 5 | -2 | -2
Cc1ccc(C(=O)CN2CCC(NC(=O)C3CCCCC3)CC2)cc1 | 18 | -0.1 | -4 | 0.6 | -10 | -3 | -1 | -30 | 0
COc1cccc(CNC(=O)CN2C(=O)COc3ccc(S(=O)(=O)N4CCC(C)CC4)cc32)c1 | 9 | 3.7 | -13 | 0.5 | 2 | -5 | 4 | -27 | -18
CC(=O)Nc1ccc(S(=O)(=O)Oc2ccc(C(=S)N3CCC(O)CC3)cc2)cc1 | 14 | 0.9 | 3 | 3.0 | -8 | -4 | 0 | -2 | 23
O=C(Nc1ccc2c(c1)OCO2)C(c1ccccc1)N1CCCCC1 (stereo unspecified) | 15 | 11 | 4 | 0.1 | -1 | -11 | 1 | -16 | -13
O=C(Nc1cccc(F)c1)Nc1cnccn1 | 1 | 5.0 | -7 | 3.5 | -5 | 3 | 10 | -11 | 8

Further records follow:
canonical_smiles | CHO-K1 Ca PAM | V1R ag counter | CHO-K1 Ca antag | M1 ag parental | OXTR potentiator | M1 ag | TAAR1 ag | CHO parental Ca | TAAR1 antag
COc1ccc(OC)c(S(=O)(=O)N2CCCC(C(=O)NCc3ccco3)C2)c1 (stereo unspecified) | 1 | 0.9 | -9 | 0.5 | 1 | -4 | 2 | 6 | -2
C=CCn1c(SCC(=O)Nc2nnc(CC)s2)nnc1-c1ccco1 | 14 | 1.4 | -6 | 0.3 | -11 | -6 | 8 | 0 | 1
Cc1ccc(F)cc1NC(=O)c1c(-c2ccccc2)noc1C | 25 | -1.5 | -11 | 0.2 | 7 | -10 | -1 | -17 | -14
Cc1ccc(NC(=O)C(C)OC(=O)Cc2c[nH]c3ccccc23)cc1 (stereo unspecified) | 9 | 0.3 | -10 | 0.5 | 0 | 1 | 0 | -4 | -10
COCCn1c(=NC(=O)c2ccc(S(=O)(=O)N3CCOCC3)cc2)sc2cc(S(N)(=O)=O)ccc21 | -1 | 1.1 | 2 | 1.0 | -3 | -1 | 2 | -10 | 8
COc1ccc(C2=C(C=O)Cc3ccccc3O2)cc1 | 12 | -0.6 | -2 | -0.6 | -8 | -5 | -1 | -33 | 7
COc1cc([N+](=O)[O-])ccc1NC(=O)CCS(=O)(=O)c1ccc2c(c1)n(C)c(=O)c(=O)n2C | 12 | -0.2 | -13 | 0.5 | -3 | 0 | 1 | -6 | -14
CCOCc1c(C(=O)OCC(=O)Nc2ccc(C)c(S(=O)(=O)N(C)C)c2)oc2ccccc12 | -16 | 6.0 | 17 | 2.6 | -10 | -6 | 3 | -11 | 18
c1cc2c3c(cccc3c1)C(N1CCCCCC1)=N2 | 13 | 1.2 | -11 | 0.5 | -19 | -5 | 1 | -1 | -1
Cc1ccccc1NC(=S)NNC(=O)c1cccc(Br)c1 | 7 | 4.4 | -2 | 4.6 | -9 | 0 | 6 | 2 | -7

Screening results (PubChem BioAssay)
